UGM FP inh – M. tuberculosis UGM enzyme inhibitors, primary screen, biochemical, fluorescence polarization, single point; UDP-galactopyranose mutase (Mycobacterium tuberculosis (strain ATCC 25618 / H37Rv)), …; purified UGM, fluorescence polarization probe displacement; inhibition, % at 10 µM; 0.06% of 320,000 active; AID 504406, 2011; in the data active means inhibition above about 10%, passing the limit was not always enough; inconclusive means no clear call, values can overlap the other calls
Target sequence (P9WIQ1 whole entry, looked up): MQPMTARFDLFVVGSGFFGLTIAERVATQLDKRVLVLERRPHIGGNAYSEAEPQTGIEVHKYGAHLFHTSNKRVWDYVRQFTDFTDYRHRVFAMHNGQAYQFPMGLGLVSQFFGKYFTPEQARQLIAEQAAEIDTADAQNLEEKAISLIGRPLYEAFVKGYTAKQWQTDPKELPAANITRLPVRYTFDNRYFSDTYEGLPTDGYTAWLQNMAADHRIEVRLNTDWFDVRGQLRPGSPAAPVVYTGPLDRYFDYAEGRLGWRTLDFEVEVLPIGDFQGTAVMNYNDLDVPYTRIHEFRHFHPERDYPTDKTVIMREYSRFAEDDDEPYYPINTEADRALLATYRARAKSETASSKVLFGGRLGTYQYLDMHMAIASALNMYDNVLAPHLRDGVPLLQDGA
FBA Mtb inh – Mtb FBA enzyme inhibitors, primary screen, biochemical, fluorescence, strain H37Rv | Fructose-bisphosphate aldolase (Mycobacterium tuberculosis (strain ATCC 25618 / H37Rv)), … | purified M. tuberculosis FBA, fluorescence read-out | AID 588726, 2011 | 2.3% of 360,000 active | inhibition, % at 1 µM; in the data active means inhibition above about 27%;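 further: 0% = vehicle and 100% = reference inhibitor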
Target sequence (P9WQA3 whole entry, looked up): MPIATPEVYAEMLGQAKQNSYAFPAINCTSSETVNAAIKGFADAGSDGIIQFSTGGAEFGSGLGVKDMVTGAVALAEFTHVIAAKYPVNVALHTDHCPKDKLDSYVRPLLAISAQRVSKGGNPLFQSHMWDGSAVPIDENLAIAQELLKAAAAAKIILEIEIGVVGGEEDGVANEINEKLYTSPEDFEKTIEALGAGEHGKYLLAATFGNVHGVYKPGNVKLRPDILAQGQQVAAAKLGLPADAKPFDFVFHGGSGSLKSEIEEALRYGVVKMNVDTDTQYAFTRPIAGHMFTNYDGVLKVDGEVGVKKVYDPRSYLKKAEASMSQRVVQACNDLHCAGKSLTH
BoNT-A LC inh2 – BoNT/A light chain protease inhibitors, primary screen, biochemical, flow cytometry, MLPCN library | multiplex microsphere protease substrate cleavage | inhibition, % at 10 µM | AID 588499, 2011 | 0.17% of 360,000 active; in the data active means inhibition above about 30%; inconclusive means no clear call, values can overlap the other calls; further: plate controls were buffer without enzyme for full effect and enzyme alone for no effect
FadD28 binding – inhibitors of FadD28 bisubstrate probe binding, primary screen, biochemical, fluorescence polarization, single point | Mycobacterium tuberculosis FadD28 fatty-acid-AMP ligase | 0.22% of 360,000 active | inhibition, % at 12.5 µM | AID 588549, 2011; in the data active means inhibition above about 8.5%, passing the limit was not always enough; inconclusive means no clear call, values can overlap the other calls
BioA inh – M. tuberculosis BioA enzyme inhibitors, primary screen, biochemical, plate reader, single point, HTS. inhibition, % at 9.99 µM. 7,8-diaminopelargonic acid synthase BioA (Mycobacterium tuberculosis). 0.096% of 360,000 active. AID 602481, 2012. purified M. tuberculosis BioA enzyme; in the data active means inhibition above about 40%; inconclusive means no clear call, values can overlap the other calls
CCHF vOTU inh – CCHFV vOTU protease inhibitors, primary screen, biochemical, Pep-AMC substrate, fluorescence. AID 651958, 2012. inhibition, % at 11.5 µM. 0.55% of 370,000 active; further: 0% = vehicle wells with enzyme and 100% = no enzyme wells
BoNT-F LC inh – BoNT/F light chain protease inhibitors, primary screen, biochemical, flow cytometry, MLPCN library | 0.22% of 360,000 active | inhibition, % at 10 µM | Multiplex microsphere protease cleavage assay | Botulinum neurotoxin type F light chain protease (Clostridium botulinum); in the data active means inhibition above about 35%, passing the limit was not always enough; inconclusive means no clear call, values can overlap the other calls; further: plate controls were buffer without enzyme for full effect and enzyme alone for no effect
GDH-TPI counter – GDH-TPI coupling enzyme inhibitors, primary screen, artefact control for M. tuberculosis FBA inhibitor project, biochemical, absorbance, full deck | GDH-TPI coupled enzyme counterscreen, NADH absorbance | inhibition, % at 4.8 µM | 1.2% of 360,000 active | AID 588335, 2011;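 further: 0% = DMSO wells and 100% = wells lacking the enzyme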
PrPC surface inh – inhibitors of human cell surface prion protein PrPC, primary screen, cell-based, TR-FRET; inhibition, % at 13.8 µM; AID 720596, 2013; 0.43% of 370,000 active; Major prion protein (Homo sapiens), P04156; TR-FRET read-out; in the data active means inhibition above about 24%; further: 0% = median of the test wells and 100% = reference compound wells
* hit, by the source's call; ? = inconclusive; · = not tested or not shown. Unless noted, no stated cut-off is given here; in the data, active means inhibition above about 30%; inactive means the rest. Compounds were not picked by outcome, and some 4.8% of all compounds hit somewhere here.

SMILES | UGM FP inh | FBA Mtb inh | BoNT-A LC inh2 | FadD28 binding | BioA inh | CCHF vOTU inh | BoNT-F LC inh | GDH-TPI counter | PrPC surface inh
CC1(C)Cc2c(C#N)c(SCCOc3ccccc3)nc(N3CCOCC3)c2CO1 | -1.8 | -3 | 1.1 | -3.0 | 1.0 | 10 | -2 | -4 | 5
Cc1ccc(-c2nc(COC(=O)c3c(C)noc3C)cs2)cc1 | 2.9 | 2 | 1.9 | 0.1 | -2.0 | 25 | 7 | -3 | -7
COC(=O)c1ccc(CN2CCCC(CO)(Cc3ccc(F)cc3F)C2)cc1 (configuration not stated) | 2.1 | -1 | -5.6 | -3.0 | -0.1 | -7 | 3 | -7 | 3
CCN1CCN(C(=O)C(N)Cc2ccccc2)CC1 (configuration not stated) | 4.6 | 0 | 0.3 | -2.9 | · | 9 | -6 | 1 | -10
Cc1ccc2nc(Nc3ccccc3)c(C=O)c(=O)n2c1 | 1.4 | -1 | 1.2 | -5.7 | -2.1 | -9 | 16 | 15 | -6
O=C(c1ccccc1Cc1ccccc1)N1CCN(S(=O)(=O)c2ccccc2F)CC1 | -1.6 | -3 | 0.1 | -2.9 | 2.6 | 6 | 1 | -2 | 1
CN1OC[C@@H]2CN(Cc3cc(Cl)cc(Cl)c3)[C@H](c3cccc(Br)c3)C[C@@H]21 | · | 1 | -0.3 | 0.8 | -1.1 | 1 | 0 | 2 | 0
CCOc1ccccc1N(C)C(=O)c1sc2ncn(CC(=O)N3CCCCC3C)c(=O)c2c1C (configuration not stated) | -0.1 | -1 | 1.0 | -1.6 | 3.8 | 14 | -2 | -6 | -7
CCc1cccc(N(C(=O)c2csnn2)C(C(=O)NC2CCCC2)c2cccnc2)c1 (configuration not stated) | 1.9 | 6 | -0.5 | 0.9 | -1.0 | -4 | -3 | -4 | 3
COc1ccccc1OCc1ccc(C(=O)NCCN(C)C)o1 | -0.2 | -3 | 0.7 | -5.0 | 0.2 | 16 | -2 | -3 | -2
O=[N+]([O-])c1ccc2c(c1)C(=Nc1ccccc1)c1ccccc1-2 | · | -1 | -0.4 | -2.5 | -1.9 | -3 | -9 | 13 | -11
CC(=O)Nc1cc(NC(C)=O)cc(C(=O)OCC(=O)c2ccc3c(c2)NC(=O)CO3)c1 | 2.6 | 0 | -1.8 | -1.2 | -0.7 | -3 | -5 | 3 | -4
COc1ccc(C2(CNC(=O)c3cc([N+](=O)[O-])cc([N+](=O)[O-])c3)CCCC2)cc1OC | -3.2 | -2 | -0.6 | -1.1 | · | -6 | -5 | 2 | -26
O=C(NCCOc1nc(N2CCCCC2)nc(N2CCCCC2)n1)Nc1ccccc1 | -0.8 | 0 | -0.4 | -2.3 | -3.3 | 11 | -5 | -3 | -4
O=C(CCCn1ncn2c(cc3occc32)c1=O)NCc1cccc(Cl)c1 | 3.2 | 4 | -3.9 | -2.1 | 7.9 | 8 | -5 | 4 | -3
CN(C)S(=O)(=O)c1cccc(C(=O)OCC(=O)c2ccc3c(c2)NC(=O)CO3)c1 | 1.9 | 1 | -1.3 | -1.9 | -1.8 | -9 | -21 | 2 | -5
Oc1[nH]c(N=C2N=c3ccccc3=N2)c2ccccc12 | -1.2 | 5 | 13 | -0.7 | -4.1 | 4 | 111* | 28 | 20
CN(C)CCCNC(=O)/C(=C\c1ccc(-c2ccc(Br)cc2)o1)NC(=O)c1ccccc1 | 1.0 | 4 | 0.5 | -2.0 | 2.6 | 4 | -3 | 25 | -8
COc1ccc(-c2cc(C(=O)N3CCN(c4ccccc4OC)CC3)no2)cc1 | -1.8 | -1 | -1.3 | -1.9 | -0.8 | -7 | -1 | -6 | -4
COc1ccc(C(=O)Nc2nc(C)cc(C)n2)cc1 | -0.5 | -2 | -0.4 | -1.0 | · | 9 | -3 | -4 | 3
O=C(CCn1c(=O)c2cccn2c2ccc(F)cc21)NCc1cccc(F)c1 | -0.3 | 2 | -1.1 | -1.2 | -0.8 | 7 | -3 | -1 | 3
Cn1c2c(c(=O)n(C)c1=O)C(C(F)(F)F)(C(F)(F)F)N=C(c1ccccc1Cl)N2 | 1.2 | 3 | -0.1 | -1.2 | 3.1 | 3 | 2 | 9 | 14
O=C(Nc1ccc(S(=O)(=O)N2CCCc3ccccc32)cc1)C1CCCO1 (configuration not stated) | -2.2 | 3 | -5.6 | -0.7 | · | · | -3 | 3 | ·
COC(=O)c1c(NC(=O)c2ccc(C(=O)c3ccccc3)cc2)sc2c1CC(C)(C)NC2(C)C | · | 0 | -0.2 | -2.7 | 0.0 | 0 | -2 | 4 | 5
COc1ccc(-c2cc(C(=O)O)nc3ccc4ccccc4c23)cc1OC | 0.1 | 16 | 0.4 | -3.4 | · | -2 | -1 | 6 | -7
CCCCN1C(=O)C(=O)N(CC(=O)c2ccc3c(c2)CCCC3)C1=O | -0.3 | 3 | -3.4 | -2.4 | -0.3 | -5 | -10 | -1 | -1
Cc1nn(-c2ccccc2)c(Cl)c1C(=O)NCc1ccccc1F | 2.2 | -3 | -3.2 | -0.9 | 2.3 | 7 | -33 | 6 | -5
Cc1cccc(C)c1OCC(=O)NNC(=O)CNC(=O)c1ccc(OC(F)F)cc1 | -3.1 | -1 | -0.3 | -2.3 | -1.4 | -3 | -2 | 10 | 1
Cc1cc(C)nc(Nc2ncc(O)n2-c2ccc(Br)cc2)n1 | -0.8 | -4 | -2.0 | -3.0 | · | -8 | -8 | 4 | -3
O=[N+]([O-])c1ccc(Sc2nccn2Cc2ccccc2)c([N+](=O)[O-])c1 | 0.2 | 0 | -1.0 | -0.2 | · | 2 | -2 | 8 | -24
COc1ccc(CCNC(=O)CCS(=O)(=O)Cc2ccccc2C)cc1OC | 0.4 | 1 | -3.0 | 1.6 | 5.4 | -5 | 3 | 12 | 2
Cc1cc(C)c[n+](C2=C([O-])c3ccccc3C(=O)/C2=N\S(=O)(=O)c2cccs2)c1 | 3.6 | 0 | -1.0 | -2.0 | · | 8 | -3 | 0 | 0
O=C(CCN1N=C(c2ccccc2)CCC1=O)NC1CCCCC1 | · | 0 | -0.1 | -1.9 | -1.6 | 17 | -3 | 8 | -7
COc1ccc(N(CC(=O)O)S(C)(=O)=O)cc1OC | 3.1 | 4 | -0.4 | 0.5 | -1.1 | 8 | 7 | 6 | -3
CC(=O)Nc1ccc(NC(=O)C(C)OC(=O)c2c(NC(C)=O)sc(C)c2C)cc1 (configuration not stated) | 0.1 | 0 | 1.8 | -0.3 | -1.8 | 8 | 2 | -4 | -1
CN(c1ccccc1C(=O)Nc1ccc(F)c(F)c1)S(C)(=O)=O | -6.3 | -1 | -1.0 | -1.1 | 0.3 | 3 | -3 | 5 | 3
CC(C)(C)N(Cc1ccccc1)C(=O)CCc1ccccc1 | -2.4 | -2 | -0.6 | -3.6 | · | 8 | -8 | 8 | 11
O=c1sc(Nc2ccccc2)nc2ccccc12 | -2.9 | 2 | -1.2 | -3.1 | · | -8 | -8 | 1 | -14
CS(=O)(=O)N1CCc2cc(C(=O)Nc3cccc([N+](=O)[O-])c3)ccc21 | 0.8 | 1 | -2.1 | -4.0 | -0.8 | -3 | ? | -11 | -5
CCn1nc(C)cc1C(=O)Sc1ccc(Cl)cc1Cl | 0.9 | 1 | · | -0.9 | -0.7 | 6 | · | -6 | 6

Given as tab-separated lines: 2 of the compounds above
Molecule	UGM FP inh	FBA Mtb inh	BoNT-A LC inh2	FadD28 binding	BioA inh	CCHF vOTU inh	BoNT-F LC inh	GDH-TPI counter	PrPC surface inh
O=[N+]([O-])c1ccc(Sc2nccn2Cc2ccccc2)c([N+](=O)[O-])c1	0.2	0	-1.0	-0.2	·	2	-2	8	-24
COc1ccc(-c2cc(C(=O)O)nc3ccc4ccccc4c23)cc1OC	0.1	16	0.4	-3.4	·	-2	-1	6	-7

Additional compounds follow.
SMILES | UGM FP inh | FBA Mtb inh | BoNT-A LC inh2 | FadD28 binding | BioA inh | CCHF vOTU inh | BoNT-F LC inh | GDH-TPI counter | PrPC surface inh
COc1ccc(C(=O)Nc2sc(C)c(C)c2CN2CCOCC2)cc1 | 0.5 | -3 | -0.8 | -4.3 | · | 21 | -3 | -3 | -5
Cc1c(Cl)c(C(=O)NNC(=S)Nc2ccccc2)nn1C | 0.2 | -2 | -0.2 | -3.5 | 1.0 | 7 | -2 | 11 | 1
C[C@@H]1COC(=O)[C@@H](CC(=O)OC(C)(C)C)C/C=C\C[C@@H](CC(=O)NCCO)C(=O)N1 | · | -3 | -0.3 | -9.4 | -0.9 | 5 | 2 | -2 | 10
CCOC(=O)C(=O)N=Nc1c(O)[nH]c2ccccc12 | 0.3 | 1 | -1.0 | 0.8 | · | -4 | -2 | 28 | -25
CC(=O)NCCNC(=O)C1Cc2c(-c3ccc4c(c3)OCO4)ccnc2O1 (configuration not stated) | · | 65* | 0.5 | -2.2 | 1.7 | 18 | 2 | -9 | 12

Profiles, looked up by structure. Order of values: UGM FP inh | FBA Mtb inh | BoNT-A LC inh2 | FadD28 binding | BioA inh | CCHF vOTU inh | BoNT-F LC inh | GDH-TPI counter | PrPC surface inh
`CCOc1ccccc1N(C)C(=O)c1sc2ncn(CC(=O)N3CCCCC3C)c(=O)c2c1C` (configuration not stated) is listed as -0.1 | -1 | 1.0 | -1.6 | 3.8 | 14 | -2 | -6 | -7
`O=[N+]([O-])c1ccc(Sc2nccn2Cc2ccccc2)c([N+](=O)[O-])c1` is listed as 0.2 | 0 | -1.0 | -0.2 | · | 2 | -2 | 8 | -24
`CC(=O)NCCNC(=O)C1Cc2c(-c3ccc4c(c3)OCO4)ccnc2O1` (configuration not stated) is listed as · | 65* | 0.5 | -2.2 | 1.7 | 18 | 2 | -9 | 12
`CC1(C)Cc2c(C#N)c(SCCOc3ccccc3)nc(N3CCOCC3)c2CO1` is listed as -1.8 | -3 | 1.1 | -3.0 | 1.0 | 10 | -2 | -4 | 5

Screening data: PubChem, several laboratories
